CHOP inh = inhibitors of CHOP promoter induction, primary screen, cell-based, unfolded protein response, luciferase reporter; CHO-K1 CHOP-promoter luciferase, tunicamycin-induced, 15-18 h; inhibition, % at 10 µM; actives 3.8% (n = 220,000); AID 2732, 2010;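 active = compounds that reduced the stress-induced luciferase reporter signal by more than about 70% of percent inhibition, limit read from the data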;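 note: 0% = tunicamycin plus vehicle and 100% = wells without tunicamycin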
EP2 modulator = EP2 receptor modulators, cAMP readout, primary screen, cell-based, HTRF cAMP, PGE2 stimulation; Prostaglandin E2 receptor EP2 subtype (Homo sapiens), P43116; EP2-expressing cells, cAMP HTRF FRET, PGE2 co-stimulation; induction, % at 25 µM; actives 0.83% (n = 260,000); AID 940, 2007;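 active = compounds whose cAMP rise, as percent of the full-agonist control response, exceeds 60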;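 note: rat C6 glioma line stably carrying human EP2 under a CMV promoter; the protocol text gives 20 µM as final concentration; 100% = response of wells given 1 µM PGE2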
NPY Y1 blocker = NPY-Y1 receptor antagonists, primary screen, cell-based; inhibition, % at 3.6 µM; actives 1% (n = 200,000); Neuropeptide Y receptor type 1 (Homo sapiens), P25929; AID 1040, 2008; HEK293-CNG Y1 cells, membrane potential fluorescence; NPY at EC95, then isoproterenol;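 active = inhibition above the campaign mean inhibition of all tested compounds plus 3 SD, cut at about 20% in these data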;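 note: 0% = DMSO wells given NPY plus isoproterenol and 100% = isoproterenol alone without NPY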
Target sequence (P25929 whole entry, looked up): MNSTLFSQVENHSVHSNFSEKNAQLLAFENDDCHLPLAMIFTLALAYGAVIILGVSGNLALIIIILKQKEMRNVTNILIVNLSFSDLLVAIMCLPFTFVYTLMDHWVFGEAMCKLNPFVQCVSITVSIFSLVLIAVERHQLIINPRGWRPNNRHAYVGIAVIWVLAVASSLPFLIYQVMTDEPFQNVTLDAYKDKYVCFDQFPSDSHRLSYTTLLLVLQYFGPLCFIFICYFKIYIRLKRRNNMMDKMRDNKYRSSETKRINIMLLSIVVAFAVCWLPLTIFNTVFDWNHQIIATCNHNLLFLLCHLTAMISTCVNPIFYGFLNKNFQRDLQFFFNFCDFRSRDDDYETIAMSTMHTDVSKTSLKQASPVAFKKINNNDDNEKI
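Assay system: HEK293 Y1/CNG channel cell line; Doses: single compound dose of 3.6 µM, 0.4% DMSO; Timing: dye 3 h, compound 60 min room temperature, stimulation 45 min; Technique: Membrane-potential fluorescent dye readout; Measure: % inhibition of NPY effect.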
NPY-Y2 PAM-ag = NPY-Y2 potentiators or agonists, primary screen, cell-based; actives 0.45% (n = 220,000); activation, % at 3.6 µM; cells expressing NPY-Y2, potentiator/agonist read-out; in the data active = activation above about 27%;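 note: cells stimulated with NPY near EC25 plus isoproterenol at EC100; 0% = vehicle plus submaximal agonist and 100% = vehicle plus saturating agonist; some results beyond the cut were filed as inactive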
zfTRPN1 agonist = zebrafish TRPN1 channel agonists, primary screen, cell-based, HEK293, calcium fluorescence. transient receptor potential cation channel N1 (TRPN1/NompC), Danio rerio. HEK293 zebrafish TRPN1-YFP, Fluo-8 calcium fluorescence; 100% = response to 87 µM carbachol. activation, % at 3 µM. actives 0.18% (n = 220,000);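 active = activation above its plate's cutoff, the mean activation of test wells on that plate plus 3 SD, cut at about 19% in these data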;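 note: 0% = DMSO alone and 100% = 87 µM carbachol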
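Material: zebrafish TRPN1-YFP in HEK293 cells; Doses: single test compound dose, 3 µM nominal, 0.3% DMSO; Timing: dye loading 1 h at 37 °C, then 30 min room temperature; Technique: intracellular calcium fluorescence with Fluo-8; Benchmarks: high carbachol 87 µM, low DMSO alone.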
S1P4 antagonist = S1P4 receptor antagonists, primary screen, cell-based | Sphingosine 1-phosphate receptor 4 (Homo sapiens), O95977 | S1P4-expressing cells, antagonist mode, reporter read-out | inhibition, % at 4.98 µM | actives 0.26% (n = 220,000); in the data active = inhibition above about 29%;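 note: 0% = wells stimulated with agonist and 100% = vehicle wells without agonist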
TRPML3 ag = human TRPML3 channel agonists, primary screen, cell-based, HEK293 TRPML3-YFP, Fluo-8 calcium fluorescence, 3 µM. Mucolipin-3 (Homo sapiens), Q8TDD5. actives 0.29% (n = 220,000). activation, % at 3 µM. AID 1448, 2008. 100% = the carbachol control signal;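 active = activation above its plate's cutoff, the mean activation of the plate's test wells plus 3 SD, cut at about 12% in these data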;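 note: 0% = DMSO only wells and 100% = carbachol wells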
Target sequence (Q8TDD5 whole entry, looked up): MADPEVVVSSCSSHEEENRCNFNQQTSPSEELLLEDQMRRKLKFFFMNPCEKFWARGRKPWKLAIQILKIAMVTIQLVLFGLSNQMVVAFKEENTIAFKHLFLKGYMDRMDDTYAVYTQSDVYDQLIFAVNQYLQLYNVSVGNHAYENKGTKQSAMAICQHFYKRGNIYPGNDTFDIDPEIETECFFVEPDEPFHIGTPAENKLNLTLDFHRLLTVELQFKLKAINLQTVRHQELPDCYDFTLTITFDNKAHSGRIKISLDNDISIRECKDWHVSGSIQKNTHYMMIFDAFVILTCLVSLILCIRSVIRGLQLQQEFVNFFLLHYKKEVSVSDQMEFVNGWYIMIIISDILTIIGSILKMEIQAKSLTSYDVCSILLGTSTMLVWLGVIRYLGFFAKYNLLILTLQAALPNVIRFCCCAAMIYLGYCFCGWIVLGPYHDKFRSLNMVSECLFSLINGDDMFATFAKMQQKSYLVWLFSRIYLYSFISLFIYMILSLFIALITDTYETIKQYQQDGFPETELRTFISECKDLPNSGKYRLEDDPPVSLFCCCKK
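Test system – HEK293 line with stable expression of human TRPML3-YFP channel · Control set – carbachol 87 µM final as high control (100%), DMSO as low control (0%) · Signal – Fluo-8 calcium dye fluorescence, ex 470-495, em 515-575 nm · Incubation – 1-h 37 °C dye load, 5-s basal, 120-s post-compound reads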
S1P4 ag = S1P4 receptor agonists, primary screen, cell-based; Sphingosine 1-phosphate receptor 4 (Homo sapiens), O95977; actives 0.35% (n = 220,000); S1P4-expressing cell line, agonist reporter assay; activation, % at 4.98 µM; in the data active = activation above about 11%;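 note: 0% = DMSO vehicle and 100% = reference agonist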
NPY1 pot ag = NPY-Y1 receptor potentiators or agonists, primary screen, cell-based; NPY-Y1 expressing cells, potentiator/agonist activation; activation, % at 3.6 µM; actives 0.37% (n = 220,000); AID 1304, 2008; in the data active = activation above about 33%, passing the limit was not always enough;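 note: cells stimulated with NPY at EC10 then isoproterenol at EC100; 0% = low agonist plus stimulus and 100% = saturating agonist plus stimulus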
An asterisk follows results filed as active; / = no result given; & = joins results of further samples.

SMILES | CHOP inh | EP2 modulator | NPY Y1 blocker | NPY-Y2 PAM-ag | zfTRPN1 agonist | S1P4 antagonist | TRPML3 ag | S1P4 ag | NPY1 pot ag
CSCCC(NS(=O)(=O)c1cccs1)C(=O)NCc1cccs1 (stereo not drawn) | 45 | 21 | 5 | -3 | 0.6 | -2 | 0.1 | 0.1 | -1
NS(=O)(=O)c1cccc(NC(=O)CCSc2ccc(Cl)cc2)c1 | 9 | 5 | 0 | 3 | 2.2 | 6 | 0.8 | 0.9 | -4
CCNc1nc(SCCOc2ccc(C)cc2)nc(N(C)C)n1 | 53 | 34 | -1 | 9 | 1.4 | 5 | 0.6 | 0.0 | -4
O=C(O)CSc1nc2ccccc2n1-c1ccccc1 | 27 | 3 | 7 | -11 | 2.3 | -11 | 0.5 | 3.7 | -8
COc1cc(N)ccc1NC(=O)c1cccs1 | 22 | 3 | -6 | -6 | 2.3 | -1 | 0.9 | 1.6 | 10
COc1ccc(N2C(=O)CCC(C(=O)N3CCC(C(N)=O)CC3)C2c2ccc(F)cc2)cc1 (stereo not drawn) | 19 | 13 | -5 | 1 | 0.2 | -23 | 0.2 | 1.1 | 13
Fc1ccc(Cn2cccc2C2=NC(c3ccccc3)CO2)cc1 (stereo not drawn) | 13 | 61* | 6 | 11 | -2.5 | -16 | 0.2 | 0.0 | -4
Cc1sc2ncnc(SCC(=O)NNC(=O)c3ccco3)c2c1C | 12 | -20&-22 | 4 | -8 | 0.7 | -3 | -0.5 | 1.5 | -35
C/C(=N\OC(=O)c1ccc(F)cc1)c1nccs1 | 7 | 12 | 5 | 4 | -0.5 | -10 | -0.3 | 0.3 | 18
O=C(O)CC1(CC(=O)Nc2cc(F)ccc2Cl)CCCCC1 | -2 | -6 | / | 0 | 2.9 | 9 | 0.5 | 0.5 | 11
C=CCN(CC(=O)NCc1ccc(OC)cc1)C(=O)c1csnn1 | 32 | 24 | 0 | 12 | 1.6 | 3 | 0.2 | -1.5 | 1
C/C(=N\NC(=O)c1cc(C)nc2ccccc12)c1ccc([N+](=O)[O-])cc1 | 31 | 8 | 9 | -11 | -0.8 | -8 | -0.8 | -1.3 | 2
COc1ccc(Nc2cc(C(=O)NCCCN3CCN(C)CC3)c3ccccc3n2)c(OC)c1 | 29 | -16 | 0 | 9 | 2.0 | -6 | 0.2 | -3.5 | 20
Nc1nc(CC(=O)CSc2ccc(Cl)cc2)nc(Nc2ccc(F)cc2)n1 | 82* | 10 | -3 | 5 | -2.1 | -8 | 0.6 | 0.8 | 6
CN(CC1CCCO1)S(=O)(=O)c1ccc(C(=O)Nc2nc3cc4c(cc3s2)OCO4)cc1 (stereo not drawn) | / | / | 0 | 43* | 6.7 | -13 | 4.5 | -0.5 | 13
COc1ccc(NS(=O)(=O)c2cccc(NC(=O)CCS(=O)(=O)c3ccccc3)c2)cc1 | 19 | -9 | 3 | -11 | 0.3 | -5 | 0.6 | 2.0 | -2
CN(c1ccccc1)S(=O)(=O)c1cccc(C(=O)Nc2nccs2)c1 | -22 | -5 | -3 | -4 | 1.9 | 3 | 0.1 | 1.0 | 3
N#C/C(Cn1c[n+](NC(=O)Nc2ccccc2)cn1)=N/O | -3 | 13 | 0 | 8 | 1.8 | 3 | 0.3 | 1.7 | -3
COCCn1c(C)cc(C(=O)CSc2ccc3ccccc3n2)c1C | 1 | -20 | 7 | -16 | -1.1 | -1 | -0.5 | -1.7 | -8
CC1CN(c2cc(=O)n(Cc3ccc(F)cc3)c(=O)[nH]2)CC(C)O1 (stereo not drawn) | -28 | -11 | 2 | 8 | 0.8 | -16 | 1.1 | 1.2 | 8
CCN(CC)CCNC(=S)N1CCn2c(nc3ccccc32)C1 | -38 | -32 | -4 | 1 | 0.2 | -8 | 0.4 | 1.3 | -13
O=c1cc(CN2CCN(c3ccccc3O)CC2)nc2sccn12 | 45 | 38 | 4 | -15 | 0.3 | -5 | 0.0 | 1.7 | 1
COc1ccc(-c2nc3scc(-c4ccc(OC)c(OC)c4)c3c(=O)o2)cc1 | 92* | 1 | 0 | 0 | 0.8 | -1 | 0.7 | 1.3 | 8
COc1ccccc1Cc1nc(-c2cccnc2)no1 | -12 | 12 | / | 7 | 0.1 | 3 | 0.9 | 1.8 | -13
Cc1cc(C(=O)CSc2nnnn2-c2ccc(O)cc2)c(C)n1C | 6 | -31 | 0 | -14 | 2.6 | -18 | 0.1 | -0.3 | -7

(continued)
SMILES | CHOP inh | EP2 modulator | NPY Y1 blocker | NPY-Y2 PAM-ag | zfTRPN1 agonist | S1P4 antagonist | TRPML3 ag | S1P4 ag | NPY1 pot ag
COc1ccc(CNCC(O)(c2ccccc2)c2ccc(Cl)cc2)cc1 (stereo not drawn) | 19 | 6 | 8 | -31 | -0.4 | -9 | 0.8 | -1.0 | -33
Cc1cccc(-c2noc(-c3ccc(Cl)cc3[N+](=O)[O-])n2)c1 | -11 | -22 | 5 | 4 | -1.0 | -7 | 0.2 | 2.6 | -6
CCOC(=O)c1ccc(S(=O)(=O)Nc2cc(C(=O)O)ccc2Cl)cc1 | 5 | -24 | 2 | -21 | 0.6 | -73 | 1.0 | -2.8 | -5
CC(C)CCSc1nnc(N)s1 | 10 | 26 | / | -13 | 2.0 | 1 | 1.1 | 0.0 | -2
O=C(NCc1ccccc1Cl)C(=O)c1c[nH]c2ccccc12 | -5 | -55 | 7 | -11 | 0.0 | -8 | 0.1 | -1.0 | -13
CC(C)(CC(=O)O)CC(=O)Nc1cc(C(F)(F)F)cc(C(F)(F)F)c1 | 3 | 12 | / | -12 | 0.9 | 4 | 0.5 | 1.3 | 6
CC(=O)Nc1ccc(OCC(O)CNC2CCCC2)cc1 (stereo not drawn) | -22 | 12 | 4 | -3 | 0.0 | -11 | 0.2 | 1.6 | -5
N#Cc1c(-c2ccc(Cl)cc2)ccnc1N1CCOCC1 | 20 | -17 | 2 | -6 | -0.5 | -15 | -0.1 | 1.2 | 9
CNC(=O)CCn1nc(-c2ccc(Cl)cc2)c2ccccc2c1=O | 21 | -10 | -5 | -3 | 0.1 | -14 | 1.0 | -1.7 | -14
CCCC(=O)NC(=S)Nc1cccc2c(O)cccc12 | 24 | -10 | -6 | -15 | 1.0 | -1 | 0.7 | -0.8 | -10
COC(=O)Cc1ccc(NC(=O)c2ccc(NC(=O)c3ccco3)cc2)cc1 | -11 | -22 | 2 | 7 | 2.4 | -5 | 0.9 | 2.1 | 2
Cc1sc(NC(=O)c2ccc(OCC(C)C)cc2)c(C(N)=O)c1-c1ccc(Cl)cc1Cl | 4 | 28 | 7 | 12 | 0.1 | -9 | 0.6 | 1.3 | 5
COc1ccc(OC)c(C(c2nnnn2C(C)(C)C)N2CCc3ccccc3C2)c1 (stereo not drawn) | 14 | 46 | 12 | -9 | -1.1 | 4 | -1.7 | 1.8 | 5
Cc1cc2c(cc1C)/C(=N/NC(=O)c1ccccn1)CCC2 | 39 | 8 | / | -19 | 0.0 | 4 | 0.0 | -0.2 | -38
CCn1ncc([N+](=O)[O-])c1C(=O)N1CCCC1 | 23 | -10 | -1 | 2 | 1.7 | 11 | 0.9 | 1.6 | 1
CC(C)OCCCn1c(=S)[nH]c2cc3c(cc2c1=O)OCO3 | 23 | 15 | -8 | 7 | 0.0 | -6 | 0.0 | 0.9 | 9
COc1ccc(/C(C)=N/OC/C(O)=C(\C#N)c2nc3ccccc3[nH]2)c(OC)c1 | 95* | 2 | 3 | -8 | -0.2 | -6 | 0.6 | 0.6 | -9
O=C(CSCC(=O)N1CCCCC1)Nc1nc(-c2ccccc2)c(-c2ccccc2)s1 | 19 | 50 | -1 | -2 | -0.3 | 8 | 0.0 | 0.3 | 8
Cc1cc(/C=C(\C#N)C(=O)OCC(=O)Nc2ccc(OC(F)F)cc2)c(C)n1CC(C)C | 23 | 6 | 12 | 13 | 1.1 | -10 | 0.2 | 0.0 | -32
COc1ccc(Cl)cc1NC(=O)Cn1nc(-c2ccc(C)cc2)n(C)c1=S | 59 | -2 | -2 | -2 | -2.2 | -6 | 0.2 | 1.8 | 2
C/C(=N\NC(=O)CC(C)C)c1ccc(Cl)c(Cl)c1 | -8 | -1 | 1 | -2 | -0.9 | -14 | 0.3 | -0.1 | -7
O=C(Nn1cc(C(=O)Nc2ccccc2F)c2ccccc2c1=O)c1cnccn1 | 18 | 12 | 0 | -20 | 0.2 | -10 | 0.4 | -1.7 | 1
COc1ccccc1C1CC(c2ccccc2)=NN1C(=S)Nc1ccccc1 (stereo not drawn) | -1 | 18 | 3 | 3 | -0.5 | -9 | 0.7 | 0.2 | 8
O=C(O)C1CCCN1c1nc(C(F)(F)F)nc2ccccc12 (stereo not drawn) | 1 | 17 | 4 | 75* | 0.5 | -1 | 0.3 | -0.5 | 6
CN(C)CC#CCOC(c1ccccc1)c1ccccc1 | 14 | 35 | 2 | -10 | -1.5 | -5 | -0.3 | 1.2 | -10
CC(C)CNC(=O)c1ccccc1-c1ccccc1C(=O)O | 9 | 7 | 2 | 6 | -0.3 | -5 | 0.5 | 1.7 | 14
COc1ccc(NC(=S)NC(NC(=O)c2cccc(C)c2)C(Cl)(Cl)Cl)c([N+](=O)[O-])c1 (stereo not drawn) | 6 | -11 | 3 | 3 | 2.8 | -38 | 7.7 | -1.3 | -29

Some of the entries above, reformatted:
smiles	CHOP inh	EP2 modulator	NPY Y1 blocker	NPY-Y2 PAM-ag	zfTRPN1 agonist	S1P4 antagonist	TRPML3 ag	S1P4 ag	NPY1 pot ag
COc1ccccc1Cc1nc(-c2cccnc2)no1	-12	12	/	7	0.1	3	0.9	1.8	-13
Cc1cc(C(=O)CSc2nnnn2-c2ccc(O)cc2)c(C)n1C	6	-31	0	-14	2.6	-18	0.1	-0.3	-7
COc1ccc(CNCC(O)(c2ccccc2)c2ccc(Cl)cc2)cc1 (stereo not drawn)	19	6	8	-31	-0.4	-9	0.8	-1.0	-33
Cc1cccc(-c2noc(-c3ccc(Cl)cc3[N+](=O)[O-])n2)c1	-11	-22	5	4	-1.0	-7	0.2	2.6	-6
CCOC(=O)c1ccc(S(=O)(=O)Nc2cc(C(=O)O)ccc2Cl)cc1	5	-24	2	-21	0.6	-73	1.0	-2.8	-5
